NSD2 HMT inh – blocks human histone methyltransferase NSD2. inhibition, % at 12.5 µM. 310,000 compounds, 0.54% hits. NSD2 peptide methylation, AlphaScreen, 120 min; in the data active means inhibition above about 50%
PvdQ inh – P. aeruginosa PvdQ acylase inhibition. purified PvdQ acylase, fluorescence plate reader. inhibition, % at 10 µM. AID 488965. 340,000 compounds, 0.063% hits; in the data active means inhibition above about 30%, passing the limit was not always enough;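 further: 0% = vehicle neutral wells and 100% = reference inhibitor wells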
Rtt109 HAT inh – blocks Candida albicans Rtt109/Vps75 acetyltransferase activity | 330,000 compounds, 0.16% hits | purified Rtt109/Vps75, ThioGlo CoA-SH fluorescence, 4 h | inhibition, % at 34.9 µM;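 active means inhibition of at least 50% in every replicate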
dFosB act – enhances mouse delta FosB homodimer DNA binding; purified delta FosB, TAMRA-CDK5 oligo fluorescence polarization; percent of positive-control signal above neutral wells; activation, % at 25 µM; 340,000 compounds, 0.99% hits; AID 493131;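 active means mean activation above about 17%, with every replicate also reaching it, limit read from the data, passing the limit was not always enough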;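 further: fluorescence polarization rise as delta FosB binds a TAMRA Cdk5 AP-1 oligo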
RTF Ca sens inh – cardiac RTF calcium desensitization; P19429+P45379; IANBD-labeled cardiac RTF, Ca2+ fluorescence; inhibition, % at 7.15 µM; 340,000 compounds, 0.12% hits;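 active means inhibition above the mean inhibition of all tested compounds plus 3 SD, cut at about 17% in these data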;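 further: assay run at fixed EC70 calcium of 1.6 mM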
LANA DNA inh – KSHV C-LANA DNA binding inhibition; MBP-C-LANA/FAM-LBS DNA binding, fluorescence polarization; inhibition, % at 9 µM; 340,000 compounds, 0.078% hits;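 active means highest replicate inhibition at or above 60% at 9 µM, even if other replicates fall short; inactive means all replicates below 60% inhibition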;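 further: 0% = neutral control wells and 100% = 4 µM acridine orange control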
Keap1 Nrf2 FP – Keap1-Nrf2 (human) interaction inhibition | Q14145 | Keap1 Kelch-Nrf2 peptide fluorescence polarization, 1536-well | inhibition, % at 9.4 µM | 340,000 compounds, 0.15% hits | AID 504523; in the data active means inhibition above about 12%;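 further: human Keap1 Kelch domain with fluorescein labeled Nrf2 9mer peptide probe; 0% = neutral control wells and 100% = peptide positive control; higher means more block of Keap1 binding to Nrf2 peptide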
Mot1-301 SUMO – inhibitors of SUMOylation pathway: yeast Mot1-301 growth rescue; S. cerevisiae Mot1-301 growth rescue, ATP luminescence, 38.5C; percent above DMSO median, 100 means doubled; growth rescue, % at 18.8 µM; 320,000 compounds, 1% hits; AID 2716;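 active means every valid replicate shows activation above 250% relative to neutral control wells; inactive means the rest, any valid replicate at or below 250%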;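 further: OY570 slx delta 5 strain wells were the positive control but not used for scaling; some compounds called inactive have numbers as strong as hits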
PfHsp90 yeast 2 – growth inhibition of yeast expressing Plasmodium Hsp90. S. cerevisiae expressing PfHsp90, BacTiter-Glo ATP, 48 h; yeast lacking PDR1 and PDR3 efflux regulators. 310,000 compounds, 0.32% hits. inhibition, % at 9.4 µM. AID 504621;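 active means every replicate shows inhibition above about 80%, whatever the replicate mean, limit read from the data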;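 further: 0% = DMSO neutral controls and 100% = 20 µM radicicol positive controls; yeast relying on Plasmodium falciparum Hsp90 in place of its own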
CDK5 p35 inh – CDK5/p35 (human) kinase inhibition; inhibition, % at 10 µM; Recombinant CDK5/p35, ADP-Glo luminescence, 60 min; 330,000 compounds, 0.01% hits; Q00535+Q15078;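 active means highest replicate inhibition of at least 50% and at least 75% of replicates reaching 50%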;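 further: plate controls were DMSO neutral control for no effect and GW8510 at 10 µM for full effect; many of its hits are not listed in these tables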
cardiac RTF act – increases calcium sensitivity of human cardiac regulated thin filaments. P19429+P45379. IANBD-labeled TnC RTF fluorescence at EC20 calcium; 0% EC20 calcium, 100% full calcium. activation, % at 7.2 µM. 340,000 compounds, 0.24% hits;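 active means activation above the mean over all tested compounds plus 3 SD, cut at about 30% in these data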;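 further: rise in fluorescence read as greater calcium sensitivity of cardiac thin filaments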
The depositor's hits bear a star; nt = no result given.

Codes – A = NSD2 HMT inh; B = PvdQ inh; C = Rtt109 HAT inh; D = dFosB act; E = RTF Ca sens inh; F = LANA DNA inh; G = Keap1 Nrf2 FP; H = Mot1-301 SUMO; I = PfHsp90 yeast 2; J = CDK5 p35 inh; K = cardiac RTF act
1) O=C1c2ccc(-c3ccc(Cl)c(C(F)(F)F)c3)cc2S(=O)(=O)c2cccc(C(=O)N3CCN(c4ncc(Br)cn4)CC3)c21
  A: nt; B: -8; C: -3; D: -8; E: 7; F: 0.3; G: -2; H: -2; I: nt; J: 1.3; K: 1

2) CCCNc1cc(=O)n(C)c(=O)n1C
  A: -2; B: -3; C: 6; D: 2; E: -14; F: -0.5; G: 1; H: 7; I: 13; J: 0.3; K: 0

3) COc1ccc(NC(=O)c2ccccc2)cc1NS(=O)(=O)c1ccc(F)cc1
  A: 1; B: -6; C: 10; D: -5; E: -9; F: 1.3; G: -4; H: 26; I: -27; J: 0.5; K: 0

4) CC1=CC(C)(C)NC(=S)N1c1ccc(C)c(C)c1
  A: -3; B: 14; C: 10; D: 3; E: -3; F: 5.7; G: -4; H: 117; I: -19; J: 1.5; K: 1

5) Cc1cc(C)nc(SCc2ccccc2C#N)n1
  A: -1; B: -5; C: -4; D: 0; E: -9; F: 0.0; G: 2; H: 4; I: 2; J: -1.6; K: -1

6) COc1ccc(C)cc1NC(=O)CNC(=O)c1sc2ccccc2c1Cl
  A: -3; B: 23; C: 1; D: -4; E: -3; F: -0.9; G: -4; H: 1; I: -2; J: 10; K: -11

7) Cc1cc(Nc2ccc(Br)cc2)n2nc(C)nc2n1
  A: nt; B: -10; C: -2; D: -13; E: 2; F: 0.2; G: -2; H: -4; I: -6; J: -0.2; K: 3

8) COc1cccc(C=Nc2ccccc2C#N)c1O
  A: 0; B: 15; C: 0; D: -4; E: -8; F: 2.6; G: 1; H: 6; I: -5; J: -0.9; K: 11

9) CC(=O)Nc1ccc(S(=O)(=O)N2CCN=C2c2ccccc2)cc1
  A: 0; B: 5; C: -1; D: 5; E: 7; F: 1.2; G: -3; H: 101; I: 1; J: 1.1; K: -1

10) O=C(O)COc1ccccc1/C=N/NC(=O)Cc1ccccc1
  A: -2; B: -12; C: -4; D: 4; E: 0; F: 1.6; G: -17; H: -19; I: 3; J: 0.7; K: 2

11) Cc1cccnc1NC(=O)C(C)Oc1ccccc1 (centres undefined)
  A: -3; B: -2; C: 4; D: 1; E: -8; F: 0.3; G: -3; H: 26; I: 3; J: 0.4; K: 1

12) N#Cc1ccccc1S(=O)(=O)N1CCN(C(=O)[C@@H]2CCCN2C(=O)c2cccs2)CC1
  A: 1; B: -12; C: 2; D: 5; E: -6; F: 2.3; G: 1; H: -4; I: -3; J: -0.8; K: -4

13) CCC1Oc2ccc(C)cc2N(CC(=O)N(Cc2ccc(C)o2)C2CCCC2)C1=O (centres undefined)
  A: 0; B: -19; C: 6; D: -1; E: -9; F: -0.9; G: -13; H: -19; I: -8; J: 2.6; K: -1

14) Cc1cccc2c(C(=O)N3CCN(C(=O)c4ccco4)CC3)cc(-c3cccc(Br)c3)nc12
  A: 1; B: 2; C: 21; D: -16; E: 6; F: 0.8; G: -6; H: 11; I: -53; J: 1.2; K: 0

15) Nc1c(N(CCC2=CCCCC2)C(=O)COc2ccc(F)cc2)c(=O)[nH]c(=O)n1Cc1ccccc1
  A: 0; B: -15; C: -1; D: 2; E: -7; F: -0.6; G: -6; H: 3; I: -2; J: -1.9; K: 1

16) COc1ccc(CN(Cc2ccc(OC)cc2)S(=O)(=O)c2ccc(-n3cnnn3)c(C)c2)cc1
  A: 0; B: -6; C: -10; D: -8; E: -2; F: 1.4; G: 1; H: -11; I: -36; J: -0.8; K: -2

17) O=[N+]([O-])c1cc(C(F)(F)F)ccc1-n1nnc2ccccc21
  A: 0; B: -2; C: 5; D: 2; E: -6; F: 2.1; G: 0; H: 20; I: 9; J: -0.3; K: -7

18) Cc1ccc2c(c1)Cc1nc3ccccc3nc1-2
  A: 5; B: -6; C: -5; D: -41; E: -8; F: 1.3; G: 0; H: -2; I: -64; J: 4.1; K: 0

19) CCS(=O)(=O)NCCc1csc(-c2ccccc2)n1
  A: 0; B: 9; C: 16; D: 1; E: 3; F: -2.4; G: -4; H: -3; I: -6; J: -0.7; K: 2

20) CN1CCN(C(=S)Nc2ccc(S(N)(=O)=O)cc2)CC1
  A: 0; B: -13; C: 3; D: 0; E: -6; F: -0.6; G: -3; H: -8; I: 17; J: 0.9; K: -3

21) CC(C)CN1C(=S)SC(C)(C)C1n1oc(=O)n(-c2ccc(Cl)cc2)c1=O (centres undefined)
  A: nt; B: 4; C: 3; D: -3; E: -4; F: 1.8; G: -3; H: 35; I: nt; J: 5.1; K: 3

22) O=C(NC(=S)Nc1cccc([N+](=O)[O-])c1)c1ccco1
  A: -2; B: -3; C: 1; D: 3; E: -6; F: 0.9; G: 0; H: 0; I: 26; J: 2.8; K: 5

23) Cc1ccc(S(=O)(=O)c2c[nH]c3ccc(C)cc3c2=O)cc1
  A: 0; B: 1; C: 4; D: 1; E: -4; F: -2.5; G: 4; H: 23; I: 3; J: 0.7; K: -3

24) COc1ccc(CC(=O)NCc2nnc(SCC(=O)Nc3nccs3)n2C)cc1
  A: -4; B: -1; C: -5; D: -6; E: 1; F: -2.6; G: -4; H: 21; I: -10; J: -4.3; K: 10

Looked up by compound from the list above:
Codes – A = NSD2 HMT inh; B = PvdQ inh; C = Rtt109 HAT inh; D = dFosB act; E = RTF Ca sens inh; F = LANA DNA inh; G = Keap1 Nrf2 FP; H = Mot1-301 SUMO; I = PfHsp90 yeast 2; J = CDK5 p35 inh; K = cardiac RTF act
17) O=[N+]([O-])c1cc(C(F)(F)F)ccc1-n1nnc2ccccc21
  A: 0; B: -2; C: 5; D: 2; E: -6; F: 2.1; G: 0; H: 20; I: 9; J: -0.3; K: -7

1) O=C1c2ccc(-c3ccc(Cl)c(C(F)(F)F)c3)cc2S(=O)(=O)c2cccc(C(=O)N3CCN(c4ncc(Br)cn4)CC3)c21
  A: nt; B: -8; C: -3; D: -8; E: 7; F: 0.3; G: -2; H: -2; I: nt; J: 1.3; K: 1

Ordered by the number under Keap1 Nrf2 FP (lowest first): five from the list above
# | SMILES | NSD2 HMT inh | PvdQ inh | Rtt109 HAT inh | dFosB act | LANA DNA inh | Keap1 Nrf2 FP | Mot1-301 SUMO | CDK5 p35 inh | cardiac RTF act
4 | CC1=CC(C)(C)NC(=S)N1c1ccc(C)c(C)c1 | -3 | 14 | 10 | 3 | 5.7 | -4 | 117 | 1.5 | 1
20 | CN1CCN(C(=S)Nc2ccc(S(N)(=O)=O)cc2)CC1 | 0 | -13 | 3 | 0 | -0.6 | -3 | -8 | 0.9 | -3
7 | Cc1cc(Nc2ccc(Br)cc2)n2nc(C)nc2n1 | nt | -10 | -2 | -13 | 0.2 | -2 | -4 | -0.2 | 3
17 | O=[N+]([O-])c1cc(C(F)(F)F)ccc1-n1nnc2ccccc21 | 0 | -2 | 5 | 2 | 2.1 | 0 | 20 | -0.3 | -7
16 | COc1ccc(CN(Cc2ccc(OC)cc2)S(=O)(=O)c2ccc(-n3cnnn3)c(C)c2)cc1 | 0 | -6 | -10 | -8 | 1.4 | 1 | -11 | -0.8 | -2

Grouped by structure: those above containing an NH in an aromatic ring.
Codes – A = NSD2 HMT inh; B = PvdQ inh; C = Rtt109 HAT inh; D = dFosB act; E = RTF Ca sens inh; F = LANA DNA inh; G = Keap1 Nrf2 FP; H = Mot1-301 SUMO; I = PfHsp90 yeast 2; J = CDK5 p35 inh; K = cardiac RTF act
15) Nc1c(N(CCC2=CCCCC2)C(=O)COc2ccc(F)cc2)c(=O)[nH]c(=O)n1Cc1ccccc1
  A: 0; B: -15; C: -1; D: 2; E: -7; F: -0.6; G: -6; H: 3; I: -2; J: -1.9; K: 1

23) Cc1ccc(S(=O)(=O)c2c[nH]c3ccc(C)cc3c2=O)cc1
  A: 0; B: 1; C: 4; D: 1; E: -4; F: -2.5; G: 4; H: 23; I: 3; J: 0.7; K: -3

Source: PubChem BioAssay

This is a random part of the collection, and some 3.2% of all compounds hit somewhere here.
